Source: PubChem BioAssay (National Center for Advancing Translational Sciences (NCATS))
RECQ1 inh: qHTS Assay for Inhibitors of RecQ-Like Dna Helicase 1 (RECQ1); AID 2549, 2010; ATP-dependent DNA helicase Q1 (Homo sapiens), P46063; Potency, µM (series often up to 57.3 µM), inactives show top-dose activity, negative = inhibition, actives largely listed as inhibitors; RECQ1 DNA unwinding, red fluorescence kinetic read; 0.54% of 240,000 active;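 note: plate controls were vehicle for no effect and no enzyme for full effect; nearly all actives have a fitted effect of over 30% in size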
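50 nM RECQ1T1 preincubated 15 min with compound in Tris pH 8.0 buffer with MgCl2, DTT, Tween-20 and 2.5 ug/ml poly(dI-dC); started with 200 nM TAMRA/BHQ-2 forked duplex and 2 mM ATP. Unwinding read as fluorescence (525/598 nm), two reads 2 h apart.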
KDM4E inh: qHTS Assay for Inhibitors of Human Jumonji Domain Containing 2E (JMJD2E) | Lysine-specific demethylase 4E (Homo sapiens), B2RXH2 | JMJD2E catalytic domain, FDH-coupled NADH fluorescence (FDH is formaldehyde dehydrogenase) | Potency, µM (doses to about 57.1 µM), for the others: at the highest dose activity change, negative = inhibition, actives largely listed as inhibitors | 1.6% of 230,000 active | AID 2147, 2009; active = well fitted inhibition curve with a large enough effect, not every such curve was filed as active; inconclusive = small, poorly fitted or top-dose-only effect, or another doubt; inactive = no such curve, though single readings can be large or run the other way;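 note: 0% = wells with enzyme and -100% = buffer wells without enzyme; nearly all actives have a fitted effect of over 50% in size; many of its hits are not listed in these tables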
Target sequence (B2RXH2 1-337 limits assumed): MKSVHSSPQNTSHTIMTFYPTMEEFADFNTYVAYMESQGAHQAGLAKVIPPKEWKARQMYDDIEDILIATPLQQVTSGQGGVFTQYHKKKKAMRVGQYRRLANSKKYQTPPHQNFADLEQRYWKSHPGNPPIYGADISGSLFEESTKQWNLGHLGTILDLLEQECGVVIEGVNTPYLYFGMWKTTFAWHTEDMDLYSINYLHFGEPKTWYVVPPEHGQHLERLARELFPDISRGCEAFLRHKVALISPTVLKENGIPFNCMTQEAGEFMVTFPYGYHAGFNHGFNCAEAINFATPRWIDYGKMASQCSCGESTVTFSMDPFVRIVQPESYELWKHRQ
NPSR antagonist: qHTS Assay for Antagonists of the Neuropeptide S Receptor: cAMP Signal Transduction; Q6W5P4; CHO-NPSR cells, cAMP TR-FRET, antagonist mode; Potency, µM (doses to about 38.3 µM), without a hit: top-dose activity change, negative = inhibition, most hits filed as inhibitors; 1% of 220,000 active; AID 1461, 2008; note: % is set by controls: 0 for no effect and ±100 for the full control effect; nearly all actives have a fitted effect of over 50% in size; many of its hits are not listed in these tables
Target sequence (Q6W5P4 whole entry, looked up): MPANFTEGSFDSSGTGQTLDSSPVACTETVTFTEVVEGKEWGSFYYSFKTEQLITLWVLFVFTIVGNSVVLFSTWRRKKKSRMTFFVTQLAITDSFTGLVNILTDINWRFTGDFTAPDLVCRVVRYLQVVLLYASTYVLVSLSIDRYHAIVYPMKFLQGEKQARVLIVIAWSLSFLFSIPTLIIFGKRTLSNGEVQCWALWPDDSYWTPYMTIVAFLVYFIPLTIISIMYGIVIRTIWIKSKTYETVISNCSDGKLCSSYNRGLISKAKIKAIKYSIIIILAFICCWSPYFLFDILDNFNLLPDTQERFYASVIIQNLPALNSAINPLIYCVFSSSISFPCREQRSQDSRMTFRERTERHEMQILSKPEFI
IMPase Li cell: qHTS Assay for Identifying the Cell-Membrane Permeable IMPase Inhibitors: Potentiation with Lithium. CHO-M1 cells, IP1 TR-FRET (IP-One), carbachol + lithium. 0.35% of 210,000 active. Potency, µM (top dose mostly 59.4 µM), for the others: at the top dose activity, negative = IMPase inhibition, actives largely listed as inhibitors;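 note: IP1 builds up when IMPase is blocked and the TR-FRET signal falls; plate controls were basal vehicle for no effect and high inhibitor control for full effect; nearly all actives have a fitted effect of over 50% in size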
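IP1 accumulation measured by competitive TR-FRET in lysed CHO-M1 cells after 30 min compound exposure at 37C, with a small lithium addition to potentiate weak responses. Hill-equation AC50 from ratio and donor-channel data.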
KinaseGlo FLuc: Counterscreen for Luciferase (Kinase-Glo TM) Inhibition; Luciferin 4-monooxygenase (Photuris pensylvanica), Q27757; Kinase-Glo luciferase, ATP luminescence, 8 min; Potency, µM (titrated, usually from 38.3 µM), for inactives: top-dose activity change, negative = inhibition, most hits filed as inhibitors; 0.28% of 200,000 active; AID 1379, 2008; note: % is set by controls: 0 for no effect and ±100 for the full control effect; nearly all actives have a fitted effect of over 60% in size
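Luminescence was the read-out, taken after 8-minute incubation at ambient temperature. Luciferase turned over luciferin with 10 uM ATP in imidazole pH 7.2 buffer containing KCl, MgCl2, Tween 20 and BSA.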
GoLoco inh red: qHTS Assay for Inhibitors of RGS12 GoLoco Motif Activity (Red Fluorophore). Guanine nucleotide-binding protein G(i) subunit alpha-1 (Homo sapiens), P63096. Gai1:RGS12 GoLoco peptide FP, rhodamine, 10 min. Potency, µM (highest dose often 61.6 µM), for inactives: top-dose activity, negative = inhibition, usual class: inhibitors. 0.44% of 230,000 active. AID 880, 2007; active = well fitted inhibition curve with a large enough effect, not every such curve was filed as active; inactive = no such curve, though single readings can be large or run the other way; note: % is set by controls: 0 for no effect and ±100 for the full control effect; nearly all actives have a fitted effect of over 30% in size; many of its hits are not listed in these tables
Target sequence (P63096 whole entry, looked up): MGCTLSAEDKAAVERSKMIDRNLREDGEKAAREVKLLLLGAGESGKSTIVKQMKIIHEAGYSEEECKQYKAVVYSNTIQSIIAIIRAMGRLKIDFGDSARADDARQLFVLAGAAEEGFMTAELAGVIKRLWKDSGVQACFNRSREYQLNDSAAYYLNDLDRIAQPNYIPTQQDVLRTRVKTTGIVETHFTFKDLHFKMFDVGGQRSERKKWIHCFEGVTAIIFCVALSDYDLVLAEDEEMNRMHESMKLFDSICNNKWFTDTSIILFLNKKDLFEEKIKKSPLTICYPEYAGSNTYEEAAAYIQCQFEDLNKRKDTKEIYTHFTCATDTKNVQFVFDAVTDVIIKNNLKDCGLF
SMN2 splice enh: qHTS Assay for Enhancers of SMN2 Splice Variant Expression | HEK293 SMN2-luciferase splicing reporter, luminescence, 30-36 h | Potency, µM (series often up to 46.1 µM), for inactives: at the top dose activity change, positive = activation, most hits filed as activators | 2.8% of 210,000 active | AID 1458, 2008; note: % of control where 0% means no effect; nearly all actives have a fitted effect of over 55% in size
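HEK293 cells carry an SMN2 […]–luciferase reporter in which exon 7 inclusion puts luciferase in frame. Cells were plated 10-12 h before compound addition, then incubated 30-36 h at 37C. ONE-Glo luminescence was read; sodium butyrate at 4.5 mM final served as control.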
Epigenetic reg: Quantitative High-Throughput Screen for Regulators of Epigenetic Control; murine LDR cells, GFP reporter derepression, 30 h; 0.2% of 280,000 active; Potency, µM (titrated, usually from 53.9 µM), for inactives: at the highest dose GFP activation, actives largely listed as activators; note: % of control where 0% means no effect; nearly all actives have a fitted effect of over 60% in size
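Murine LDR cells bearing a silenced CMV-driven GFP reporter were exposed to compound for 30 h at 37 C. After PBS washes, GFP-positive cells (20-120 um objects) counted by laser-scanning microplate cytometry.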
An asterisk follows results filed as active; i = inactive; ? = inconclusive; · = no result given; & = joins results of further samples; [ ] = dose if it differs, or a comment. Unless noted, calls come from the whole dose curve; as a rule, active = well fitted curve in the direction sought with a large enough effect; inconclusive = small, poorly fitted or top-dose-only effect, or another doubt; inactive = no such curve, though single readings can be large; an effect the other way counts as inactive or inconclusive. Potency is the fitted concentration of half-maximal effect. Only part of the results is shown; the hit share may differ from the screen's.

SMILES	RECQ1 inh	KDM4E inh	NPSR antagonist	IMPase Li cell	KinaseGlo FLuc	GoLoco inh red	SMN2 splice enh	Epigenetic reg
CN(CC(=O)N1CCCCC1)S(=O)(=O)c1ccc(Cl)cc1	i	8%	3%	-1%	-2%	-7%	-1%	-1.2%
COc1ccc(Cl)cc1NC(=O)c1oc(C)nc1C	-13%	10%	-10%[46.1 µM]	30%[38.3 µM]	-1%	27%	-8%	-4.8%
CCOC(=O)C1CCCN(CC(O)COc2ccccc2C(C)=O)C1 (stereo unspecified)	-9%	1%	-3%[46.1 µM]	31%[activator][38.3 µM]	2%	-13%	-1%	5.9%
CCC(Sc1ccc2nnc(-c3ccc(F)cc3)n2n1)C(=O)OC (stereo unspecified)	i	?	-17%[46.1 µM]	16%[38.3 µM]	-3%	1%	-6%	-9.5%
Cc1[nH]n(-c2ccccc2)c(=O)c1C(C[N+](=O)[O-])c1ccc(Br)cc1 (stereo unspecified)	-7%	?	-3%[46.1 µM]	37%[activator][38.3 µM]	2%	7%	-23%	0.7%
C(=N\n1cnnc1)/c1cn(-c2cccs2)nc1-c1ccccc1	-3%	?	?	14%[38.3 µM]	-19%	9%	?	-3.9%
Cn1cc(-c2ccno2)c(C(=O)O)n1	-4%	-5%	4%	-3%	0%	-4%	9%	-2.3%
CC1CCCCN1CCNS(=O)(=O)c1ccc2c(c1)oc(=O)n2C (stereo unspecified)	5%	4%	2%[46.1 µM]	25%[38.3 µM]	1%	-8%	-4%	0.9%
CC(C)CCNC(=S)Nc1ccc([N+](=O)[O-])cc1	-1%	-3%	-34%	14%	-1%	15%	?	1.0%
Cc1nnsc1C(=O)NNc1ccc(C(C)C)cc1	-9%	-19%	-12%	·	·	16%	·	0.0%
N/C(=N\OS(=O)(=O)c1ccc(Cl)cc1)c1ccccn1	-14%	?	25%	-4%	-3%	5%	-6%	2.4%
C#CC[N+]1(CC#Cc2ccccc2)CCOCC1	-7%	0%	-14%[46.1 µM]	-6%[38.3 µM]	1%	-11%	-10%	-3.0%
O=C(NC1CCCCC1)/C(=N\O)c1ccccn1	0%	5%	4%[46.1 µM]	8%[38.3 µM]	-4%	3%	14%	5.2%
CCOC(=O)c1c(C)nc2sc3c(=O)n(-c4ccc(C)cc4)cnc3c2c1-c1ccc(OC)cc1	-14%	4%	0%[46.1 µM]	4%[38.3 µM]	-4%	0%	-26%	-3.0%
CCCCSc1nc(C)[nH]c1[N+](=O)[O-]	-2%	5%	-1%[46.1 µM]	26%[38.3 µM]	0%	11%	6%	0.0%

Complete entries from above. Order of values: RECQ1 inh, KDM4E inh, NPSR antagonist, IMPase Li cell, KinaseGlo FLuc, GoLoco inh red, SMN2 splice enh, Epigenetic reg
`N/C(=N\OS(=O)(=O)c1ccc(Cl)cc1)c1ccccn1` reads -14%, ?, 25%, -4%, -3%, 5%, -6%, 2.4%
`CCC(Sc1ccc2nnc(-c3ccc(F)cc3)n2n1)C(=O)OC` (stereo unspecified) reads i, ?, -17%[46.1 µM], 16%[38.3 µM], -3%, 1%, -6%, -9.5%

Reformatted with two lines to a compound: part of the list above
Each structure is followed by: RECQ1 inh	KDM4E inh	NPSR antagonist	IMPase Li cell	KinaseGlo FLuc	GoLoco inh red	SMN2 splice enh	Epigenetic reg
Cc1nnsc1C(=O)NNc1ccc(C(C)C)cc1
→ -9%	-19%	-12%	·	·	16%	·	0.0%
COc1ccc(Cl)cc1NC(=O)c1oc(C)nc1C
→ -13%	10%	-10%[46.1 µM]	30%[38.3 µM]	-1%	27%	-8%	-4.8%

Back to the main list with the 4 entries that preceded the break.
SMILES	RECQ1 inh	KDM4E inh	NPSR antagonist	IMPase Li cell	KinaseGlo FLuc	GoLoco inh red	SMN2 splice enh	Epigenetic reg
C#CC[N+]1(CC#Cc2ccccc2)CCOCC1	-7%	0%	-14%[46.1 µM]	-6%[38.3 µM]	1%	-11%	-10%	-3.0%
O=C(NC1CCCCC1)/C(=N\O)c1ccccn1	0%	5%	4%[46.1 µM]	8%[38.3 µM]	-4%	3%	14%	5.2%
CCOC(=O)c1c(C)nc2sc3c(=O)n(-c4ccc(C)cc4)cnc3c2c1-c1ccc(OC)cc1	-14%	4%	0%[46.1 µM]	4%[38.3 µM]	-4%	0%	-26%	-3.0%
CCCCSc1nc(C)[nH]c1[N+](=O)[O-]	-2%	5%	-1%[46.1 µM]	26%[38.3 µM]	0%	11%	6%	0.0%
CCCCn1c(NC(C)=O)c(C#N)c2nc3ccccc3nc21	-6%	-1%	11%[46.1 µM]	?	-1%	88%[activator]	4%	-0.9%
Cc1cc(C)nc(SCCn2c(N3CC(C)OC(C)C3)nc3c2c(=O)n(C)c(=O)n3C)n1 (stereo unspecified)	-3%	4%	6%	2%	0%	-5%	-3%	1.3%
O=C(N/N=C/c1ccccc1Cl)c1ccc(F)cc1	-4%	-3%	-10%[46.1 µM]	-3%[38.3 µM]	-4%	9%	12%	-0.9%
CC(=O)c1ccc(OCCCC(=O)OCc2nnc(-c3ccc(Cl)cc3)o2)cc1	-3%	-10%	-8%[46.1 µM]	-15%[38.3 µM]	-1%	19%	-1%	8.7%
Cc1sc2c(c1C)CN(C1CC(C)(C)NC(C)(C)C1)CN2C(=O)c1ccco1	-9%	-28%	-11%[46.1 µM]	34%[activator][38.3 µM]	-2%	3%	29%	-1.1%
CCNC(=S)N/N=C/c1cccc(OCc2c(F)cccc2Cl)c1	-7%	0%	?	8%	-10%	-4%	-53%[inhibitor]	-3.2%
C=CC[n+]1c(C)csc1Nc1ccc(C)cc1	-1%	3%	-6%	5%	-2%	-1%	-10%	0.0%
FC(F)(F)c1cccc(Cn2c3[n+](c4ccc(C(F)(F)F)cc42)CCCCC3)c1	-2%	-20%	-20%	18%	-2%	-27%	12%	-2.3%
CCc1c(-c2ccccc2)nc2nc(C)c(C)nn12	-4%	?	-3%[46.1 µM]	-12%[38.3 µM]	-2%	0%	-17%	-1.0%
Cc1[nH]c2ccccc2c1CCN(Cc1cccs1)C(=S)Nc1ccccc1	-16%	-6%	-41%	14%	12%	19%	-17%	-1.5%
Cc1cccc(Cc2cnc(NC(=O)CN3C(=O)/C(=C/c4ccccc4)SC3=S)s2)c1	-11%	-4%	1%[46.1 µM]	5%[38.3 µM]	-2%	17%	-1%	1.8%
CCC(C)C(NC(=O)C1CCC(C)CC1)C(=O)NC(CCSC)C(=O)OC (stereo unspecified)	-8%	4%	-12%[46.1 µM]	17%[38.3 µM]	-2%	3%	30%	0.8%
CC1(C)Cc2c(C#N)c(N3CCOCC3)nc(Cc3ccccc3)c2CO1	-10%	?	-9%[46.1 µM]	·	·	·	·	-2.1%
Cc1nn(-c2cccc(C(F)(F)F)c2)c(=O)c2noc(C)c12	-1%	-18%	-16%	·	·	9%	·	1.6%
O=C(Cn1cnc2cc([N+](=O)[O-])ccc2c1=O)N(Cc1ccccc1)C1CCS(=O)(=O)C1 (stereo unspecified)	-2%	-5%	-2%	-4%	·	4%	·	0.0%
O=C1c2[nH]nc(-c3ccccc3O)c2C(c2cccc(O)c2)N1Cc1ccco1 (stereo unspecified)	0%	-5%	-10%[46.1 µM]	11%[38.3 µM]	-4%	7%	-13%	-1.9%
COc1cccc2cc(-c3nnc(SCC(=O)NCc4ccccc4)n3C)oc12	-3%	-3%	-18%[46.1 µM]	5%[38.3 µM]	-4%	8%	-8%	0.1%
COc1cc(C(=S)NC2CCCCC2)ccc1O	i	-5%	-3%	-1%	6%	0%	-24%	0.2%
Cc1onc(-c2c(Cl)cccc2Cl)c1C(=O)NCCN1CCOCC1	i	-13%	-15%[46.1 µM]	25%[38.3 µM]	4%	1%	7%	1.1%
CC(=O)c1cc2c(cc1NC(=O)CCC1CCCC1)OCO2	i	3%	-9%	8%	-2%	-31%	-3%	0.0%
Cc1nc2sc(C)c(C)c2c(=O)o1	5%	5%	4%[46.1 µM]	17%[38.3 µM]	0%	9%	10%	-1.0%
COCCCNC(=S)N1CCCN(c2nc3c(C)c(C)ccc3cc2C#N)CC1	-9%	?	-8%	4%	2%	9%	·	-0.1%
Cc1cc(NC(=O)CN2CCCCC2C)nc2c1c(=O)oc1ccccc12 (stereo unspecified)	i	4%	0%	0%	·	2%	·	1.1%
Cc1ccc(NC(=O)C(C)N2CCOCC2)c(C(=O)c2ccccc2)c1 (stereo unspecified)	-2%	-8%	-13%[46.1 µM]	2%[38.3 µM]	3%	-1%	10%	-0.4%
O=c1cc(CSc2ccc([N+](=O)[O-])cc2)nc2sccn12	-17%	-11%	9%	0%	3%	9%	3%	4.8%
CN(CC1CCCO1)S(=O)(=O)c1ccc(C(=O)NCc2ccccc2)cc1 (stereo unspecified)	-3%	4%	-9%	-3%	-1%	-4%	-25%	-1.5%
CCC(C)c1ccccc1O (stereo unspecified)	-2%&-5%	·	·	-14%&-7%	·	8%&-12%	-7%&-3%	·
COc1cccc(NC(=O)c2ccccc2-c2nc(-c3cccc(C)c3)no2)c1	-9%	-18%	-17%[46.1 µM]	7%[38.3 µM]	-3%	6%	-5%	-0.2%
Cc1noc(/C=C/N(C)C)c1S(=O)(=O)N1CCCC(C(=O)NCc2ccc(F)cc2)C1 (stereo unspecified)	-9%	4%	-23%[46.1 µM]	10%[38.3 µM]	5%	7%	-8%	0.0%
COc1ccc(CCN(C)CCC(=O)Nc2ccc(C)cc2)cc1OC	15%	-8%	-10%	-15%	-2%	0%	-8%	-1.5%
O=C(NNS(=O)(=O)c1ccc(F)cc1)C1CC(c2cccnc2)=NO1 (stereo unspecified)	-1%	-9%	16%	1%	3%	0%	-8%	0.0%
COC(=O)N1[C@H](C)C=C[C@]1(Cc1ccccc1)C(=O)NCc1ccc(C)o1	i	-26%	·	9%	-6%	-36%	-11%	0.0%
Cc1cc(C(=O)Nc2nnc(C3CCCCC3)s2)cs1	-4%	-2%	-9%[46.1 µM]	?	-3%	-17%	13%	2.0%
